Bioassay records (PubChem BioAssay)
12-LOX inh – inhibitors of human 12S-lipoxygenase ALOX12; P18054; purified 12hLO, xylenol orange hydroperoxide absorbance; Potency, µM (top dose mostly 108 µM), inactives show at the top dose activity change, negative = inhibition, hits mostly inhibitors; hit rate 1.1% among 580,000; AID 1671190; active = well fitted inhibition curve with a large enough effect; inconclusive = small, poorly fitted or top-dose-only effect, or another doubt; inactive = no such curve, though single readings can be large or run the other way
Target sequence (P18054 whole entry, looked up): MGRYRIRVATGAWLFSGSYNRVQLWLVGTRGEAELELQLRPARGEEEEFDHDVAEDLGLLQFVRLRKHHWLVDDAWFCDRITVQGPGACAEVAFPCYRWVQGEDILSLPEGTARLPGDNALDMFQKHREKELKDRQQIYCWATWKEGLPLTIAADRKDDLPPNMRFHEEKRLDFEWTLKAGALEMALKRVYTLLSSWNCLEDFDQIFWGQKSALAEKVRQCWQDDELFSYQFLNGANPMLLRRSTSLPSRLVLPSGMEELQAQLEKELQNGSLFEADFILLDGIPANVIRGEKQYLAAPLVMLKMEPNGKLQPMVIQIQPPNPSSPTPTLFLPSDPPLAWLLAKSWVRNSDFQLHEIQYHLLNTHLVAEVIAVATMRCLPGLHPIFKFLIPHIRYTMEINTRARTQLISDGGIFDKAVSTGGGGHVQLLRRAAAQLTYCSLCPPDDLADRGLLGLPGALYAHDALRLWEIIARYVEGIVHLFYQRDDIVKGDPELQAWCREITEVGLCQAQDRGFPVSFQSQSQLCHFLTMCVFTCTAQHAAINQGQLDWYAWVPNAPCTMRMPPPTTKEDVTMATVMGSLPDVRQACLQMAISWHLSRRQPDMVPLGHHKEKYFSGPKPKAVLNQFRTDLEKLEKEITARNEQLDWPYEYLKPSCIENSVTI
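Purified human 12hLO (150 nM final) in 25 mM Hepes, 0.01% Triton X-100, pH 7.0 was preincubated 15 min at room temperature with compound. Then 40 uM arachidonic acid was added, 30 min. Hydroperoxide was read by Fe-XO absorbance ratio 573/405 nm.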
Starred values were filed as active, the others as inactive; & = joins results of further samples; [ ] = dose if it differs, or a comment. % is set by controls: 0 for no effect and ±100 for the full control effect; potency is the fitted concentration of half-maximal effect.

Results for Cc1c(C(=O)NCC(c2ccco2)N2CCOCC2)oc2ccccc12 (stereo not given) ?
12-LOX inh: inconclusive

How did Cc1ccccc1Nc1nc(N)nc(COC(=O)c2nn(C)c(=O)c3ccccc23)n1 do in these assays?
12-LOX inh: 4.2%&8.5%

Results for Cc1ccc(-c2nnc(SCc3cccc(S(=O)(=O)N4CCOCC4)c3)n2N)cc1 ?
12-LOX inh: -23.9%

What do the screens show for `N#Cc1cccc(-c2cn3c(n2)N(C(=O)c2cccc(F)c2)CCC3)c1`?
12-LOX inh: 49.0%[activator]

How did O=C(CCn1nc(-c2ccccc2)c2ccccc2c1=O)Nc1cccc(Br)c1 do in these assays?
12-LOX inh: -2.0%

How did O=S(=O)(Cc1ccccc1F)CC1COc2ccccc2O1 (stereo not given) do in these assays?
12-LOX inh: inconclusive

What do the screens show for `COCCNC(=O)[C@H]1C[C@H](Oc2cccnc2)CN1C(=O)Cc1cccc(OC)c1`?
12-LOX inh: 4.4%

How did Cc1ccc2c(CN3CCc4cc(S(N)(=O)=O)ccc43)cc(=O)oc2c1C do in these assays?
12-LOX inh: inconclusive

How did O=C1NC2(CN(Cc3ccc(F)cc3)C2)Oc2ccccc21 do in these assays?
12-LOX inh: 50.2%[176 µM]

How did O=C1NN(c2ccccc2)C(=O)C1=Cc1ccccc1 do in these assays?
12-LOX inh: inconclusive

How did COc1ccc(S(=O)(=O)NC(=O)C2(C)CCN2C(=O)c2cccc(F)c2)cc1 (stereo not given) do in these assays?
12-LOX inh: inconclusive

What do the screens show for `COc1ccc(OCc2nc3c(n2Cc2ccccc2)C(=O)N(Cc2ccccc2C#N)CCN3)cc1OC`?
12-LOX inh: 27.3%

What do the screens show for `COc1ccc(C(=O)N[C@H]2CC[C@]3(C)CCC([C@H](C)C(=O)NCc4ccccc4OC)[C@H](O)[C@H]3[C@@H]2C)cc1` (stereo not given in full)?
12-LOX inh: -17.3%

How did O=C(O)C[C@@H]1CCN(C(=O)C2CCC2)C[C@@H]1CCN1CCN(c2ccccn2)CC1 do in these assays?
12-LOX inh: -5.7%[176 µM]

How did C=CCN=C1NC(c2ccc(C(F)(F)F)cc2)C(C(=O)OC)=C(C)N1Cc1ccccc1C(F)(F)F (stereo not given) do in these assays?
12-LOX inh: -25.1%

Grouped by structure, the entries above containing a carbonyl joined to an NH by a bond outside any ring
Results for Cc1c(C(=O)NCC(c2ccco2)N2CCOCC2)oc2ccccc12 (stereo not given) ?
12-LOX inh: inconclusive

How did O=C(CCn1nc(-c2ccccc2)c2ccccc2c1=O)Nc1cccc(Br)c1 do in these assays?
12-LOX inh: -2.0%

What do the screens show for `COCCNC(=O)[C@H]1C[C@H](Oc2cccnc2)CN1C(=O)Cc1cccc(OC)c1`?
12-LOX inh: 4.4%

How did COc1ccc(S(=O)(=O)NC(=O)C2(C)CCN2C(=O)c2cccc(F)c2)cc1 (stereo not given) do in these assays?
12-LOX inh: inconclusive

What do the screens show for `COc1ccc(C(=O)N[C@H]2CC[C@]3(C)CCC([C@H](C)C(=O)NCc4ccccc4OC)[C@H](O)[C@H]3[C@@H]2C)cc1` (stereo not given in full)?
12-LOX inh: -17.3%

The listing picks up, starting four compounds before the break.
What do the screens show for `COc1ccc(OCc2nc3c(n2Cc2ccccc2)C(=O)N(Cc2ccccc2C#N)CCN3)cc1OC`?
12-LOX inh: 27.3%

What do the screens show for `COc1ccc(C(=O)N[C@H]2CC[C@]3(C)CCC([C@H](C)C(=O)NCc4ccccc4OC)[C@H](O)[C@H]3[C@@H]2C)cc1` (stereo not given in full)?
12-LOX inh: -17.3%

How did O=C(O)C[C@@H]1CCN(C(=O)C2CCC2)C[C@@H]1CCN1CCN(c2ccccn2)CC1 do in these assays?
12-LOX inh: -5.7%[176 µM]

How did C=CCN=C1NC(c2ccc(C(F)(F)F)cc2)C(C(=O)OC)=C(C)N1Cc1ccccc1C(F)(F)F (stereo not given) do in these assays?
12-LOX inh: -25.1%

Results for CCNC(=S)N/N=C(/C)c1cc(Cl)ccc1Cl ?
12-LOX inh: inconclusive

What do the screens show for `COCCN1C(=O)C(=O)/C(=C(/O)c2ccc(OC)c(C)c2)C1c1ccc(Cl)c(Cl)c1` (stereo not given)?
12-LOX inh: inconclusive

Results for CNC(=O)[C@@H]1C[C@@H](O)CN1C1CCN(C(=O)c2ccc(Cc3c(C)noc3C)o2)CC1 ?
12-LOX inh: -8.8%

What do the screens show for `COc1cncc([C@@H](NC(=O)CCc2c(C)noc2C)C2CC(O)C2)c1` (stereo not given in full)?
12-LOX inh: 33.4%[activator]

Results for CN(CC[C@H]1CN(C(=O)c2ccc(C(F)(F)F)cc2)CC[C@H]1CC(=O)O)c1ccccc1 ?
12-LOX inh: inconclusive

How did COCCn1nc2n(c1=O)CCN(C(=O)c1cc(F)ccc1F)CC2 do in these assays?
12-LOX inh: 31.0%[activator]

Results for COc1ccc2c(ccn2CCC(=O)NCc2ccccc2OC)c1 ?
12-LOX inh: inconclusive

Results for CCc1noc(-c2ccn3c(CNC(=O)COc4cccc(C)c4)nnc3c2)n1 ?
12-LOX inh: 30.5%[activator]

Results for COCC1CCN(C(=O)c2ccc(C)cc2F)C1 (stereo not given) ?
12-LOX inh: -2.1%

How did Cc1nc(-c2ccccc2)n(CC(=O)Nc2ccc(Cl)cc2)c(=O)c1CCO do in these assays?
12-LOX inh: inconclusive

How did CCn1c(SC(C)c2nnc(-c3ccccc3)o2)nc2ccccc2c1=O (stereo not given) do in these assays?
12-LOX inh: -5.9%

What do the screens show for `Cc1nc(C2CC2)ncc1C(=O)N1CCC2(CC1)OCCCC2O` (stereo not given)?
12-LOX inh: 3.6%

What do the screens show for `CC(C)c1nc2ccccc2n1CCNC(=O)Cn1nc2c(cc1=O)CCCCC2`?
12-LOX inh: 46.4%[activator]

What do the screens show for `COC(=O)c1ccc2nc(-c3ccc(Cl)cc3)c(CC3CCCCC3)n2c1`?
12-LOX inh: -26.8%

Results for CCNC(=O)C1CCCN(C(=O)c2ccccc2OC(F)(F)F)CC1 (stereo not given) ?
12-LOX inh: -11.6%

What do the screens show for `CCOC(=O)NC(C)c1ccncc1` (stereo not given)?
12-LOX inh: 12.9%

How did CC(C)(C)c1cc(C[C@@H]2C[C@H](NCc3ccccn3)C2(C)C)no1 do in these assays?
12-LOX inh: 82.0%[activator][176 µM]

What do the screens show for `CCN(CC)c1ncnc2c1sc1nc(-c3ccco3)c3c(c12)CC(C)(C)OC3`?
12-LOX inh: -24.3%

What do the screens show for `O=[N+]([O-])c1ccc(N2CCN(Cc3ccccc3)CC2)c2c1no[n+]2[O-]`?
12-LOX inh: -8.8%

What do the screens show for `CC(=O)N1CCCN(c2ccc(-c3nc(-c4ccccc4F)no3)cn2)CC1`?
12-LOX inh: 10.5%

What do the screens show for `COc1ccc(CC(=O)N2CCC(c3n[nH]c(=O)n3-c3ccc(C)cc3)CC2)cc1`?
12-LOX inh: inconclusive

What do the screens show for `CCC(=O)N(C1CCOCC1)C1CCN(Cc2cccnc2)CC1`?
12-LOX inh: 20.6%

How did COc1ccc(CNC(=O)CC[C@@H]2CNC(=O)[C@@H]3C[C@H](NCc4ccccn4)CN23)cc1 do in these assays?
12-LOX inh: 94.3%[activator]

Results for COc1cc(-c2nc(-c3c(C)noc3C)cc3c2cc(C)n3CCN(C)C)ccn1 ?
12-LOX inh: inconclusive

Results for O=C1CC(c2ccccc2)CC(O)=C1C=NCCO (stereo not given) ?
12-LOX inh: inconclusive

Results for O=C1NC(=O)C2C3OC(C(Br)C3Br)C12 (stereo not given) ?
12-LOX inh: -3.7%

How did O=C(Cc1cccc(Cl)c1)N1CCC2(CC1)CN[S+](=O)([O-])c1cccnc1O2 do in these assays?
12-LOX inh: inconclusive

Results for CC(O)(c1ccc(F)c(F)c1)c1nc(-c2ccc3ccccc3c2)cs1 (stereo not given) ?
12-LOX inh: inconclusive

Results for COCCN1CCC(N2CCN(S(=O)(=O)c3ccc(C)cc3C)CC2)C1=O (stereo not given) ?
12-LOX inh: 47.0%[activator]

Results for O=C(N1CC=C(c2ccc(F)cc2)CC1)C12CNCC1CNC2 (stereo not given) ?
12-LOX inh: 42.0%[activator]

How did CC1CCN(CC2CCCCCN2C(=O)Nc2ccc3c(c2)OCCO3)CC1 (stereo not given) do in these assays?
12-LOX inh: 6.8%

How did CCCNC(=O)NC(=O)COC(=O)c1ccc2ccccc2n1 do in these assays?
12-LOX inh: inconclusive

Results for CN1CCN(c2ccc3ncc(Nc4ccc(OC(F)(F)F)cc4)n3n2)CC1 ?
12-LOX inh: 46.0%[activator][176 µM]

How did Cn1ccc(C(=O)N[C@@H]2COCC[C@@H]2OCc2cscn2)cc1=O do in these assays?
12-LOX inh: 31.5%[activator]

Results for NC(=O)CN1CCN(S(=O)(=O)c2ccc(Cl)cc2F)CC1 ?
12-LOX inh: -1.1%

Not all compounds are listed; rates above refer to the full screens.
